# Bioassay records from PubChem.
# GSH fluor – compound fluorescence on glutathione beads, profiling panel, artefact control, biophysical, 488/530 nm, flow cytometry. GSH beads flow cytometry, compound fluorescence 488/530 nm; stronger effect = higher value. fluorescence (KMESF) at 10 µM. 190,000 tested, 0.25% active; in the data active = fluorescence above about 89;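 also: glutathione beads carrying GST-tagged Bcl family fusion proteins plus one bare bead set; values are compound well signal with DMSO vehicle wells as background; inactives centre near 16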
# ABCB1 inh – ABCB1 efflux pump inhibitors, primary screen, cell-based, multiplex, flow cytometry, ABCG2 counter-screen. 190,000 tested, 0.067% active. inhibition, % at 6.6 µM. AID 1326, 2008. ATP-dependent translocase ABCB1 (Homo sapiens), P08183. CCRF-Adr cells, JC-1 efflux; in the data active = inhibition above about 40%;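 also: 0% = vehicle and 100% = reference inhibitor; higher value means more JC-1 retained so stronger ABCB1 efflux block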
# Rab2A wt mod – modulators of GTP binding to Rab2A wildtype, primary screen, biochemical, dog, bead-based flow cytometry, multiplex; GTP binding activity, % at 10 µM; GST-Rab2 wt beads, Bodipy-GTP binding; Ras-related protein Rab-2A (Canis lupus familiaris), P61105; 190,000 tested, 0.19% active;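 active = GTP binding activity at least 20 points away from 100%, either lowered or raised; inconclusive = signal likely due to the compound's own green fluorescence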;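 also: 0% = beads with excess unlabeled GTP and 100% = no-compound control corrected for plate trend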
# Rac1 act GTP bind – GTP binding modulators of activated mutant Rac1, primary screen, biochemical, bead-based flow cytometry, multiplex, fluorescent GTP; AID 764, 2007; Ras-related C3 botulinum toxin substrate 1 (Homo sapiens), P63000; 190,000 tested, 0.11% active; GST-Rac1 activated beads; actives lie on both sides; 100% means binding = to untreated wells; percent activity (GTP binding), % at 10 µM;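 active = GTP binding at least 20 percentage points away from the 100% baseline, in either direction, so actives lie on both sides; inconclusive = Compound likely fluorescent itself, or too few beads counted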
# Avidin fluor – green autofluorescence of compounds with avidin beads – biophysical, 488/530 nm, flow cytometry, artefact control, profiling panel. fluorescence (KMESF) at 10 µM. 220,000 tested, 0.38% active. compound fluorescence 488/530 nm; stronger effect = higher value. AID 1775, 2009; in the data active = fluorescence above about 47; also: inactives centre near 10
# HRas wt GTP – modulators of GTP binding to HRas wildtype, primary screen, biochemical, bead-based flow cytometry, multiplex; GTPase HRas (Homo sapiens), P01112; GST-Ras wt beads, Bodipy-FL-GTP binding; actives lie on both sides; GTP binding activity, % at 10 µM; 190,000 tested, 0.14% active;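 active = GTP binding activity at least 20% away from the 100% baseline, either lowered as inhibitor or raised as activator; inconclusive = flagged as likely green fluorescent, judged across all proteins in the well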;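 also: 0% = unlabeled GTP competition control and 100% = no-compound control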
# Target sequence (P01112 whole entry, looked up): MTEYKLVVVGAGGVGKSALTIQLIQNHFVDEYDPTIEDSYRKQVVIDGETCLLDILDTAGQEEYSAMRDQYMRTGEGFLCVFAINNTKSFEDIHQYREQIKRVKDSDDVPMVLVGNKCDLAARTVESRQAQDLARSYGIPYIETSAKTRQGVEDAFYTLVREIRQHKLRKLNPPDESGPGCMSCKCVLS
# Cdc42 wt GTP – modulators of GTP binding to wildtype Cdc42, primary screen, biochemical, multiplex bead flow cytometry, Bodipy-GTP | percent activity (GTP binding), % at 10 µM | 190,000 tested, 0.2% active | Cell division control protein 42 homolog (Homo sapiens), P60953 | AID 761, 2007 | GST-Cdc42 beads; actives lie on both sides;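 active = percent activity GTP binding at least 20 points away from the 100% baseline, either down as inhibitor or up as activator; inconclusive = compound flagged as likely green fluorescent from well-wide comparison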;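 also: median bead fluorescence of bound Bodipy-FL-GTP at 100 nM; 0% = excess unlabeled GTP control and 100% = no compound control; below 100% means less GTP binding so inhibitor and above means activator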
# Target sequence (P60953 whole entry, looked up): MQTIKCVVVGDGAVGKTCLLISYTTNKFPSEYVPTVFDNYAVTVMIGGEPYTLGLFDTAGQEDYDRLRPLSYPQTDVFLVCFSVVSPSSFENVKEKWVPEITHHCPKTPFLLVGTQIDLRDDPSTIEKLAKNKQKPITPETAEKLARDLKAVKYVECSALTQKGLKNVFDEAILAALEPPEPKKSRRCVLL
# Rab7 wt modul – modulators of GTP binding to Rab7, primary screen, biochemical, wildtype, multiplex bead flow cytometry | Rab7 GTPase wild type (dog), Bodipy-FL-GTP binding | GST-Rab7 beads, fluorescent GTP binding; actives lie on both sides; untreated = 100%, excess cold GTP = 0% | GTP binding activity (percent of control), % at 10 µM | 190,000 tested, 0.055% active | AID 758, 2007;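 active = fluorescent GTP binding to Rab7 beads changed by at least 20 points from the 100% baseline, either direction, mostly lower; inconclusive = compound itself probably fluorescent, or too few beads counted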;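 also: median green fluorescence of bound Bodipy-FL-GTP per Rab7 bead population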
# ABCG2 inh – ABCG2 efflux pump inhibitors, primary screen, multiplex with ABCB1, IgMXP3 cells, flow cytometry. inhibition, % at 6.6 µM. JC-1 efflux. Broad substrate specificity ATP-binding cassette transporter ABCG2 (Homo sapiens), Q9UNQ0. 190,000 tested, 0.1% active;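 active = inhibition above 80%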;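 also: 0% = DMSO and 100% = nicardipine control wells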
# Target sequence (Q9UNQ0 whole entry, looked up): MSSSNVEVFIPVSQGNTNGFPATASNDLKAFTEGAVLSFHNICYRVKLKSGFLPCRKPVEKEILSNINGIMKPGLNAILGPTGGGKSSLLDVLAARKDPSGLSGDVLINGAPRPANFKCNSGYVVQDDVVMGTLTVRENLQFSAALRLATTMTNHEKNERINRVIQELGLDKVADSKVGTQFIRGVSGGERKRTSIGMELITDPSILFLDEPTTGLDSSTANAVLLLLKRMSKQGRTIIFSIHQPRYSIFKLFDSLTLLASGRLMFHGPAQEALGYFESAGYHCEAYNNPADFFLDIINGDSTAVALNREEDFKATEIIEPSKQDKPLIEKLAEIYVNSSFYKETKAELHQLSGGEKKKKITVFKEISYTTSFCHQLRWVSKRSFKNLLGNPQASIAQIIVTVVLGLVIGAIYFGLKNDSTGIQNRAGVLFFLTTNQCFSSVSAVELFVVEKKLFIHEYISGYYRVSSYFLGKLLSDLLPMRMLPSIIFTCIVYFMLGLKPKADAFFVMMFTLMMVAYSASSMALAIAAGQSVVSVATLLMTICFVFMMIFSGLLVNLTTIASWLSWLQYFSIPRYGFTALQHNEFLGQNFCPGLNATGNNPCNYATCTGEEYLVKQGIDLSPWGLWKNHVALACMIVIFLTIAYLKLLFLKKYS
#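 Read-out basis: Efflux inhibition in percent versus controls | Test system: ABCG2 IgMXP3 and barcoded ABCB1 CCRF-Adr cell mix | Quantity: 3 million cells/mL in well | Schedule: 10 min at 25 °C | Control set: Nicardipine as high control, DMSO as low control | Reagent: JC-1 as fluorescent efflux pump substrate | Signal: Flow cytometry of retained JC-1 fluorescence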
# Rac1 wt GTP bind – wildtype Rac1 GTP binding modulators, primary screen, biochemical, GST-Rac1 beads, flow cytometry, multiplex | Ras-related C3 botulinum toxin substrate 1 (Homo sapiens), P63000 | fluorescent GTP binding; actives lie on both sides; 0 = cold GTP competed, 100 = untreated | GTP binding activity (% of control), % at 10 µM | 190,000 tested, 0.27% active | AID 757, 2007;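 active = GTP binding activity at least 20 points away from the 100% control level, either lower or higher; inconclusive = compound flagged as likely green fluorescent, judged across all proteins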
# Pf gamet viab – late stage P. falciparum gametocyte viability inhibitors, primary screen, ATP luminescence, HTS; 150,000 tested, 0.065% active; AID 743093, 2013; inhibition, % at 10.9 µM; P. falciparum stage V gametocytes, 24 h;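 active = inhibition above the mean plus 3 SD of compounds within the control limits, set per campaign, cut at about 38% in these data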;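 also: 0% = DMSO wells and 100% = medium only without gametocytes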
# Numbers without * were called inactive; ? = inconclusive; . = not tested or not shown.
SMILES,GSH fluor,ABCB1 inh,Rab2A wt mod,Rac1 act GTP bind,Avidin fluor,HRas wt GTP,Cdc42 wt GTP,Rab7 wt modul,ABCG2 inh,Rac1 wt GTP bind,Pf gamet viab
Cc1ccccc1OCCNCC(C)O (stereo not given),9,0.1,101,98,11,100,100,99,1,104,1
CCOC(=O)C1CCN(CC(=O)Nc2cc(S(=O)(=O)N3CCOCC3)ccc2C)CC1,17,1.8,98,98,9,98,100,98,15,98,7
CCCOc1ccc(-c2nnc(N)s2)cc1,28,0.2,101,102,20,100,100,99,3,104,.
CCCCC(C(=O)OCC(=O)c1ccc(OC)cc1)N1C(=O)c2ccccc2C1=O (stereo not given),15,1.9,97,98,6,100,96,100,13,102,-14
Cc1ccc(C)c(SCC(=O)NCc2ccco2)c1,18,1.1,107,99,10,106,107,102,4,101,.
Nn1c(SCC(=O)Nc2ccc3c(c2)OCO3)nnc1-c1cccc(Cl)c1,7,0.0,97,95,15,98,97,91,0,96,-21
C=CCNC(=O)/C=C/c1cccs1,44,0.7,95,96,17,94,97,92,2,95,-6
O=[N+]([O-])c1ccc(Nc2nc(NC3CCCCC3)nc(N3CCCC3)n2)cc1,13,0.4,105,101,27,104,105,110,4,108,.
Cc1c(NC(=O)CN2CCN(C(=O)c3ccco3)CC2)c(=O)n(-c2ccccc2)n1C,8,0.1,99,98,11,101,99,101,0,97,.
COC(=O)c1ccc(OC(=O)c2cccnc2)cc1,10,0.1,100,105,11,102,104,102,0,106,5
CCS(=O)(=O)c1ccc(O)c(NC(=O)Nc2ccccc2)c1,18,-0.4,102,100,27,100,102,100,-1,101,.
COc1ccc(N(CC(=O)Nc2ccc3c(c2)OCO3)S(C)(=O)=O)c(OC)c1,20,-0.3,104,100,4,102,104,99,0,101,-3
OCC1(CCOc2ccccc2)CCN(Cc2ccc3cccc(F)c3n2)CC1,10,1.3,96,93,11,95,92,101,15,93,.
CN1CCN(C2CC(=O)N(c3ccc4c(c3)OCCO4)C2=O)CC1 (stereo not given),11,0.6,100,97,25,104,102,101,2,101,.
CN1C(=O)CC(N2CCN(C(=O)c3ccccc3)CC2)C1=O (stereo not given),36,-2.1,99,94,6,97,98,100,-4,100,.
O=c1c2ccccc2nc(-c2ccccc2)n1Cc1ccc(Cl)cc1,19,1.1,98,97,13,101,98,97,2,97,.
COc1ccc(OC)c(CNC(=O)c2cc(=O)[nH]c3ccc(S(=O)(=O)N4CCCC4)cc23)c1,10,0.6,99,95,24,100,96,105,0,99,.
CCC(C)(NC(=O)c1ccccn1)C(=O)NC1CCCCC1 (stereo not given),25,0.5,101,98,10,103,103,102,4,105,17
CN1c2ccccc2C(C)(C)C12C=Nc1c(ccc3ccccc13)O2 (stereo not given),21,-3.1,100,99,7,101,102,97,-4,99,-12
O=C(c1ccccn1)N1CCN(S(=O)(=O)c2ccc(F)cc2)CC1,13,0.3,98,95,11,99,103,104,-2,99,-11
COc1cc(C2C(C#N)=C(N)Oc3c2ccc2ccccc32)ccc1OCC(=O)Nc1ccc(C)cc1 (stereo not given),12,0.3,99,101,11,102,102,100,0,107,-2
CCn1c(SCC(=O)NC(C)(C)C)nnc1-c1ccccn1,42,0.2,100,98,6,98,100,99,3,104,.
CCOc1c(C(N)=O)c(-c2ccccc2)c2c(=O)[nH]c3ccccc3n12,24,0.0,95,96,18,95,94,96,1,99,.
CN(C)c1cc[nH]c(=O)c1C#N,31,1.3,96,98,8,96,99,98,.,100,-14
COC(=O)Cn1c2c(c3cc(C)ccc31)CCCC2,11,1.5,102,101,20,101,104,100,11,104,.
O=C(O)C1C2C=CC(O2)C1C(=O)Nc1ccc(S(=O)(=O)N2CCc3ccccc32)cc1 (stereo not given),28,0.3,100,100,5,100,104,101,1,104,3
CC(C)OC(=O)c1cn(-c2ccccc2)nc1-c1ccco1,31,0.0,100,93,12,101,100,98,1,103,.
O=C(O)c1ccc(CSc2ncn[nH]2)cc1,31,0.5,94,94,14,96,100,94,2,94,-3
C/C(C/C(C)=C1/SC(=S)NC1=O)=C1\SC(=S)NC1=O,8,-1.0,85,85,18,87,82,93,-2,85,-4
COC(=O)NC1CSCC1OC(=O)CN1C(=O)c2ccccc2C1=O (stereo not given),33,0.5,97,95,16,99,98,100,2,98,2
O=C(Cn1cnc2c(nnn2Cc2ccc(Cl)cc2)c1=O)OCc1ccccc1,26,0.1,96,95,6,96,96,94,1,98,-3
CC1(C)C2(C#N)C(N)=NC3(OCCO3)C12C#N (stereo not given),22,1.1,101,102,21,104,105,100,13,108,15
O=C(CN1CCC(NC(=O)c2cccc(F)c2)CC1)NCc1cccs1,11,0.1,98,97,11,98,97,102,7,98,.
COC(=O)c1cc(C(=O)Cc2ccccc2)c[nH]1,22,0.0,100,94,10,99,102,96,11,101,.
COc1ccc(CNc2nc(-c3cccnc3)nn2S(C)(=O)=O)cc1,22,1.6,97,98,6,99,100,97,15,99,.
CC(C)c1cc(C(=O)Nc2cc(Br)ccc2O)no1,24,-0.1,98,99,4,98,99,96,0,101,.

# A few values from the list.
# CC1(C)C2(C#N)C(N)=NC3(OCCO3)C12C#N (stereo not given) | ABCB1 inh = 1.1
# COc1ccc(CNc2nc(-c3cccnc3)nn2S(C)(=O)=O)cc1 | ABCG2 inh = 15
# O=C(O)c1ccc(CSc2ncn[nH]2)cc1 | ABCB1 inh = 0.5
# C/C(C/C(C)=C1/SC(=S)NC1=O)=C1\SC(=S)NC1=O | GSH fluor = 8

# 5 compounds drawn at random from the list so far, as already listed:
SMILES,GSH fluor,ABCB1 inh,Rab2A wt mod,Rac1 act GTP bind,Avidin fluor,HRas wt GTP,Cdc42 wt GTP,Rab7 wt modul,ABCG2 inh,Rac1 wt GTP bind,Pf gamet viab
CC1(C)C2(C#N)C(N)=NC3(OCCO3)C12C#N (stereo not given),22,1.1,101,102,21,104,105,100,13,108,15
CCCOc1ccc(-c2nnc(N)s2)cc1,28,0.2,101,102,20,100,100,99,3,104,.
O=C(CN1CCC(NC(=O)c2cccc(F)c2)CC1)NCc1cccs1,11,0.1,98,97,11,98,97,102,7,98,.
C/C(C/C(C)=C1/SC(=S)NC1=O)=C1\SC(=S)NC1=O,8,-1.0,85,85,18,87,82,93,-2,85,-4
CCOc1c(C(N)=O)c(-c2ccccc2)c2c(=O)[nH]c3ccccc3n12,24,0.0,95,96,18,95,94,96,1,99,.

# Next section:
SMILES,GSH fluor,ABCB1 inh,Rab2A wt mod,Rac1 act GTP bind,Avidin fluor,HRas wt GTP,Cdc42 wt GTP,Rab7 wt modul,ABCG2 inh,Rac1 wt GTP bind,Pf gamet viab
COc1ccc(-c2nc(CC(=O)O)cs2)cc1OC,19,0.2,99,96,37,99,98,99,1,98,10
COC(=O)c1c(N)c2ccccc2[nH]c1=O,14,0.2,97,97,12,100,100,101,1,101,-2
Cc1c(NC(=O)COC(=O)c2c3c(nc4ccccc24)CCCC3)c(=O)n(-c2ccccc2)n1C,18,0.2,102,102,7,102,99,100,0,105,6
CC(=O)N1CCC(=O)Nc2ccc([N+](=O)[O-])cc21,12,0.1,98,96,10,96,97,97,1,99,9
Cc1ccc(C(C)C)c(OC(=O)/C=C/c2ccccc2)c1,43,0.7,98,99,10,98,99,100,4,102,-4
Cc1cc(C)n(-c2ccc(OCC(=O)O)nn2)n1,53,0.9,101,99,12,101,100,99,2,103,12
Fc1ccc(CN2CCCCCCC2)c(F)c1,32,0.4,97,96,13,99,98,96,3,99,-3
O=c1[nH]c2ccc(Cl)cc2c(-c2ccccc2)c1CN1CCOCC1,67,1.5,99,97,8,99,97,96,4,100,.
COC(=O)c1sccc1NC(=O)c1cc(C)on1,44,-0.1,100,101,.,101,105,97,11,109,.
COc1ccc(OCCOC(=O)c2cccs2)cc1,35,0.1,92,92,10,94,93,94,3,91,12
Clc1ccc(-c2nnc3n2CCCS3)cc1,56,0.6,?,?,9,?,?,?,3,?,.
C(=C\c1ccco1)/c1nc2ccccc2[nH]1,22,0.1,98,96,12,97,97,97,1,99,19
CN(CCO)CCOCCOc1cccc2ccccc12,27,0.5,100,95,11,99,94,106,4,98,5
O=[N+]([O-])c1cc(F)c(N2CCOCC2)cc1N1CCCCC1,32,-0.3,102,102,13,101,102,101,3,107,.
NC(CSCc1cccc(Br)c1)C(=O)O (stereo not given),10,-0.2,97,95,12,96,99,97,-2,102,-6
Nc1nc(NCCO)nc(NCC2CCCO2)c1[N+](=O)[O-] (stereo not given),12,0.0,101,101,14,103,103,98,3,107,-13
Cn1c(N/N=C2\CCCc3ccccc32)nc2c1c(=O)n(Cc1ccc(F)cc1)c(=O)n2C,10,2.2,97,97,10,98,98,100,25,103,-4
CCOC(=O)NC(Nc1ccc(S(N)(=O)=O)cc1)(C(=O)OCC)C(F)(F)F (stereo not given),15,0.8,?,?,14,?,?,?,4,?,5
Clc1ccc(C(c2nnnn2C2CCCCC2)N(Cc2cccnc2)Cc2ccco2)cc1 (stereo not given),42,2.5,97,99,9,100,100,97,1,101,.
Clc1ccc2nc(-c3ccccc3)c(CN3CCOCC3)n2c1,26,0.9,99,98,7,100,102,100,3,100,9
